# Source: PubChem
# PPARg SRC-3 ag = PPARgamma agonists recruiting SRC-3 coactivator, primary screen, biochemical | 0.26% of 200,000 active | activation, % at 8 µM | biochemical PPARgamma/SRC-3 coactivator recruitment assay; in the data active = activation above about 23%;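 note: 0% = DMSO and 100% = reference agonist; some compounds past the cut are filed as inactive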
# TNAP act hiacc = TNAP activators at high phosphate acceptor level, primary screen, biochemical, luminescence, uHTS. Alkaline phosphatase, tissue-nonspecific isozyme (Homo sapiens), P05186. AID 1136, 2008. activation factor at 20 µM. purified TNAP, CDP-star luminescence, 1 M DEA, 30 min; stronger effect = higher value; 0 = EDTA background, 1 = DMSO-only activity. 200,000 tested, under 10 active;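 active = activation factor at least 2 at 20 µM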
# Target sequence (P05186 whole entry, looked up): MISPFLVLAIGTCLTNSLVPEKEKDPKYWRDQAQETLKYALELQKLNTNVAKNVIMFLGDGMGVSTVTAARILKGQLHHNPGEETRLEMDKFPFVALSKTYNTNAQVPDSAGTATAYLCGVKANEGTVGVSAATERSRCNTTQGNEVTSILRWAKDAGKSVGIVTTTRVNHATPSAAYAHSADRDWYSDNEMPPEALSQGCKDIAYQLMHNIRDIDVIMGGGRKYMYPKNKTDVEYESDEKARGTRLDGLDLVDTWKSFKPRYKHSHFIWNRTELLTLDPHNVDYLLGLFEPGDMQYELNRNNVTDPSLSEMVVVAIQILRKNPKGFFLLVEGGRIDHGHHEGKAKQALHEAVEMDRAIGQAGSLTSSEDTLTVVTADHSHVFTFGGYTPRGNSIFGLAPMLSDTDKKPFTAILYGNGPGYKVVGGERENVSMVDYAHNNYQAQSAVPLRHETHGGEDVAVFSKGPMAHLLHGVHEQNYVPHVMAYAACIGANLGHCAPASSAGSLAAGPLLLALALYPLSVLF
#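 Control set: EDTA negative control, DMSO positive control / Assay system: human TNAP / Quantity: TNAP 1/800 final / Evaluation: TNAP activation factor scaled between EDTA and DMSO control wells / Measured by: luminescent substrate turnover signal / Compound dosing: one dose, 20 µM / Times: 30 min enzyme reaction at room temperature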
# STAT1 blocker = STAT1 signaling inhibitors, primary screen, cell-based, HTS, luciferase reporter; NIH 3T3 STAT1-luciferase reporter, IFN-gamma, luminescence; inhibition, % at 5.5 µM; 0.35% of 200,000 active; AID 920, 2007;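 active = inhibition above a set limit, the mean inhibition across all tested compounds plus 3 SD, cut at about 34% in these data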;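 note: 0% = IFN-gamma with DMSO and 100% = IFN-gamma with 300 µM nifuroxazide; values of inactives mirror those of a sister screen read the other way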
# bIAP activator = bovine intestinal alkaline phosphatase activators, primary screen, biochemical, bovine IAP, CDP-star luminescence | 0.17% of 200,000 active | activation factor at 20 µM | AID 1016, 2008 | purified bovine IAP, 30 min; stronger effect = higher value; fold of DMSO-control signal, blank-subtracted | alkaline phosphatase, intestinal [Bos taurus];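 active = activation factor of 2 or more at 20 µM, a signal rise over negative controls twice the positive control's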
# ROMK primary = ROMK potassium channel modulators, primary screen, cell-based, thallium flux, MLSMR library; ATP-sensitive inward rectifier potassium channel 1 (Homo sapiens), P48048; Tet-inducible ROMK, thallium flux fluorescence; actives lie on both sides; 2% of 130,000 active; B-score at 10 µM;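 active = signal ratio slope over the read window, or its plate-corrected B-score, at least 3 SD from the plate mean, either direction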;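 note: B-score of the F/F0 ratio slope over 7 to 12 s after thallium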
# Target sequence (P48048 whole entry, looked up): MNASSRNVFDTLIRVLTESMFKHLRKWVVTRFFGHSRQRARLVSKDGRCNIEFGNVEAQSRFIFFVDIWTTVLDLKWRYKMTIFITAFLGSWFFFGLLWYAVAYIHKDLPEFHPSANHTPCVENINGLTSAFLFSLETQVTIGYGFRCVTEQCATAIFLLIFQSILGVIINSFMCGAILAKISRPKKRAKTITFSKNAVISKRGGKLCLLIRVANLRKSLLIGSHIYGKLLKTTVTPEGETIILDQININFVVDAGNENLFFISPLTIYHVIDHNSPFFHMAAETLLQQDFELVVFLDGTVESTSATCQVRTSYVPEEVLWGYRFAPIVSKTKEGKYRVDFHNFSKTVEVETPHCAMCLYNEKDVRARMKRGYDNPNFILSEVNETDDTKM
# SRC2 TRFRET art = TR-FRET signal artefacts, primary screen, artefact control for PPARgamma SRC-2 agonist project, biochemical; AID 1049, 2008; TR-FRET artefact counter-screen; stronger effect = higher value; 0.4% of 200,000 active; TR-FRET ratio at 8 µM; in the data active = TR-FRET ratio above about 2000; note: inactives centre near 1500
# PPARg SRC1 recr = PPARgamma agonists recruiting SRC-1 coactivator, primary screen, biochemical | PPARgamma-SRC-1 coactivator recruitment biochemical assay | activation, % at 8 µM | AID 631, 2007 | Peroxisome proliferator-activated receptor gamma (Homo sapiens), P37231 | 0.41% of 200,000 active; in the data active = activation above about 19%;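 note: 0% = DMSO and 100% = reference agonist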
# STAT3 inh = IL-6 driven STAT3 reporter inhibitors, primary screen, U3A cells, luciferase, luminescence, MLSCN library; IL-6 STAT3-luciferase reporter; host cell line lacks STAT1; inhibition, % at 5.5 µM; 0.89% of 190,000 active; AID 862, 2007;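 active = inhibition above the mean inhibition across all screened compounds plus 3 SD, cut at about 44% in these data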;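 note: 0% = DMSO only wells and 100% = 100 µM nifuroxazide control wells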
# PPARg SRC-2 ag = agonists of PPARg-SRC-2 recruitment, primary screen, biochemical, HTS | Peroxisome proliferator-activated receptor gamma (Homo sapiens), P37231 | PPARgamma LBD-SRC-2 recruitment | activation, % at 8 µM | 0.34% of 200,000 active | AID 1032, 2008; in the data active = activation above about 22%;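 note: 0% = vehicle and 100% = reference agonist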
# bIAP inh = bovine intestinal alkaline phosphatase inhibitors, primary screen, selectivity assay for TNAP inhibitor project, biochemical, bovine IAP, CDP-star luminescence; purified bovine IAP, 30 min; 190,000 tested, under 10 active; alkaline phosphatase, intestinal [Bos taurus]; inhibition, % at 20 µM;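 active = over 50% inhibition of intestinal alkaline phosphatase at 20 µM in the single-dose screen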
#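 Assay system: bovine IAP enzyme; medium: DEA buffer 100 mM, pH 9.8, with MgCl2 1.0 mM, ZnCl2 0.02 mM; doses: 20 µM single dose; incubation: enzyme reaction for 30 min at room temperature; detection: CDP-star luminescence signal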
# STAT3 activator = IL-6 driven STAT3 reporter potentiators, primary screen, U3A cells, luciferase, luminescence, MLSCN library | AID 871, 2007 | 0.91% of 190,000 active | activation (% of control), % at 5.6 µM | IL-6 STAT3-luciferase reporter; 100% = signal with IL-6 EC80 alone;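 active = activation above the screen-wide mean of compound activation plus 3 SD, cut at about 130% in these data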;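 note: 0% = background luminescence of wells with medium and substrate only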
#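 Detection: reporter luminescence signal / Assay system: STAT1-lacking human U3A cells, STAT3 luciferase reporter / Incubation: compound pre-incubation 1 h before IL-6, then 6 h stimulation at 37 °C / Control set: IL-6-only high control / Read-out: % activation relative to IL-6 control / Probe or stimulus: Interleukin-6, 33 ng/mL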
# Starred values were filed as active, the others as inactive; . = no result given.
SMILES	PPARg SRC-3 ag	TNAP act hiacc	STAT1 blocker	bIAP activator	ROMK primary	SRC2 TRFRET art	PPARg SRC1 recr	STAT3 inh	PPARg SRC-2 ag	bIAP inh	STAT3 activator
CCCCCSc1nc2c(c(=O)[nH]c(=O)n2C)n1C	-0.1	1	-2.4	0.9	.	1569	0.1	11.3	12.5	7.9	97.8
COc1ccc(Cl)cc1C(=O)CSc1nnnn1C1CCCC1	-7.3	1	-2.1	0.9	-0.745	1547	1.7	9.6	1.0	6.1	95.2
O=C(Nc1cccnc1)c1ccc(-c2ccc(Cl)cc2)o1	-0.8	1	-30.1	1	1	1355	11.5	8.1	-2.1	1.9	94.5
Cc1cc(/C=N/n2cnnc2)c(O)c([N+](=O)[O-])c1	-0.7	0.8	-0.3	1	.	1506	-2.0	-42.6	-2.9	0.7	138.5*
CCOC(=O)c1cnc2c(OC)cccc2c1N1CCN(c2ccccn2)CC1	-0.3	1	32.2	1.1	-1.08	1759	11.1	11.6	1.8	-5.9	92.2
COc1ccc(C2CC(c3ccc(Br)cc3)=NN2C(=O)CSC2=NCCS2)cc1 (centres undefined)	5.1	1	-6.2	0.7	0.00708	1826	-7.7	0.9	8.5	25.6	102.4
CC(C)N(CCn1c(SCC(=O)N2CC(=O)Nc3ccccc32)nc2ccccc2c1=O)C(C)C	3.7	1	2.0	1.3	0.843	1437	7.1	-2.4	3.6	-30.6	105.2
CC(=O)c1cccc(NC(=S)NNC(=O)c2ccc(C)c([N+](=O)[O-])c2)c1	1.8	1.1	-7.1	1.4	0.554	1339	9.6	6.3	-1.1	-35.9	101.3
Cc1ccnc(SCC(=O)Nc2sc3c(c2C#N)CCC(C(C)(C)C)C3)n1 (centres undefined)	4.5	1.1	6.5	1	-0.42	1547	1.6	2.7	8.8	1.8	97.8
O=C(Nc1ccc(F)c(F)c1)NC1CCCCC1	4.5	1	-19.4	0.8	.	1512	-1.4	-13.3	0.1	17.0	112.6
CCC1C(=O)N(c2nc(C)cc(C)n2)N=C1C (centres undefined)	-1.6	1	-1.5	1.1	1.83	1500	-0.3	2.4	2.5	-9.1	104.0
Cc1ccc(-n2ncc3c(=O)n(Cc4ccccn4)cnc32)cc1C	-3.5	1	-8.0	0.9	.	1526	10.7	-3.4	14.6	8.8	108.1
Cc1nc2ccccn2c1C(=O)C(=O)Nc1cc(F)ccc1F	2.2	1	-16.7	1.1	1.06	1615	2.9	10.7	-4.4	-7.3	95.4
CCOC(=O)c1c(C)[nH]c(C(=O)COC(=O)/C=C/c2ccc(O)c(OC)c2)c1C	4.7	1	7.4	0.9	-0.105	1553	5.8	15.6	-2.9	8.8	90.1
COc1cc(/C=C(\C#N)c2nnc(N3CCOCC3)n2-c2ccccc2)ccc1O	1.9	0.8	-1.0	0.7	.	1561	-7.9	18.2	1.5	30.7	81.9
CCOc1ccccc1OCC(=O)Nc1ccc(N2CCCCC2)cc1	7.7	1.1	-13.4	0.9	-0.901	1584	8.1	19.6	14.6	11.4	86.5
CCN(CC)CCn1c(/N=C/c2cc(Br)ccc2O)nc2ccccc21	3.8	0.9	-1.6	1	.	1673	7.8	-35.7	2.1	4.9	133.1*
CCOC(=O)CN(C(=O)CNC(=O)c1cccs1)C(C(=O)NC1CCCC1)c1ccncc1 (centres undefined)	-0.5	1	0.8	0.9	0.271	1532	2.5	1.9	1.4	5.1	103.4
Cc1nnsc1C(=O)Nc1cc(Cl)ccc1Cl	10.2	1	-2.8	0.9	.	1537	3.4	19.4	-1.9	14.2	86.2
O=C(Nc1ccncc1)c1ccc2ccccc2c1	-3.5	1	-22.7	0.9	0.0898	1451	-2.0	21.4	-7.9	9.3	83.6
Cc1nn(S(=O)(=O)c2cccc([N+](=O)[O-])c2)c(C)c1Br	0.7	1.1	9.7	0.9	-0.562	1353	-9.0	-10.9	-1.5	10.4	110.3
CCCOc1ccc(Cc2nn[nH]n2)cc1	-2.0	1	-7.7	1	0.329	1574	-1.8	6.3	-0.7	-2.9	98.4
CC(C)c1nc(SCC(=O)Nc2cccc(S(N)(=O)=O)c2)n[nH]1	-1.9	1	-0.3	0.8	.	1595	0.4	0.8	-1.8	20.2	102.4
c1ccc2nc3c(nc2c1)CCc1nonc1-3	-4.4	1	4.8	1	.	1500	3.9	0.9	0.8	2.2	104.9
O=C(NC1=NCCS1)c1ccc(Cl)c(S(=O)(=O)N2CCCC2)c1	-1.6	1	2.2	1	-0.852	1665	2.3	3.1	0.8	1.3	99.1
Cc1ccsc1C(=O)OCc1csc(-c2ccccc2)n1	-8.3	1	0.6	0.4	-0.00294	1286	0.8	2.9	-2.1	.	100.8
CS(=O)(=O)N(CC(=O)N1CCCCC1)Cc1ccc(Cl)cc1	1.9	1	-9.8	0.9	0.161	1620	5.8	0.8	-3.3	11.0	101.3
COc1cc(NC(=S)N2CCN(CCO)CC2)c(OC)cc1Cl	1.9	1	-2.8	1.1	0.646	1406	-3.7	0.4	4.8	-6.6	102.8
Cc1ccc(/C=N/NC(=O)c2ccc(C(=O)N/N=C/c3ccc(C)s3)o2)s1	-0.7	1	-0.2	1	.	1515	-4.0	4.9	3.9	-2.6	104.6
CS(=O)(=O)N(CC(=O)NC1CCCC1)C1CCCCC1	8.8	1	3.2	0.9	1.07	1796	17.4	13.9	7.9	9.3	92.5

# Structures listed so far that bear a hit mark in STAT3 activator:
smiles,PPARg SRC-3 ag,TNAP act hiacc,STAT1 blocker,bIAP activator,ROMK primary,bIAP inh,STAT3 activator
Cc1cc(/C=N/n2cnnc2)c(O)c([N+](=O)[O-])c1,-0.7,0.8,-0.3,1,.,0.7,138.5*
CCN(CC)CCn1c(/N=C/c2cc(Br)ccc2O)nc2ccccc21,3.8,0.9,-1.6,1,.,4.9,133.1*

# Later entries.
SMILES	PPARg SRC-3 ag	TNAP act hiacc	STAT1 blocker	bIAP activator	ROMK primary	SRC2 TRFRET art	PPARg SRC1 recr	STAT3 inh	PPARg SRC-2 ag	bIAP inh	STAT3 activator
COc1ccc(OC)c(Nc2nc(-c3sc(N)nc3C)cs2)c1	0.8	0.9	-1.5	0.9	-1.32	1349	6.9	3.1	9.5	13.1	100.5
Cc1cccc[n+]1CC(=O)c1ccc2c(c1)OCCO2	3.7	1	-2.8	1	.	1430	-3.0	14.7	1.7	3.4	84.7
O=C(NCC1CCCO1)c1nn2cccnc2c1Cl (centres undefined)	-9.1	1	-17.5	0.9	.	1498	-1.3	-9.3	1.3	12.0	112.0
COc1cc(OC)cc(-n2nnnc2SCC(=O)NC2CCCC2)c1	5.2	1	-2.6	0.8	.	1473	-1.2	-3.8	0.1	16.1	104.4
C(=N\N1CCN(C2c3ccccc3-c3ccccc32)CC1)/c1ccccn1	-1.3	1.1	-4.1	1.2	.	1754	2.1	15.1	8.5	-16.2	96.6
NCCCCCNC(=O)/C=N\O	-1.4	1	2.2	1	1.19	1495	4.0	2.1	4.4	-1.7	102.9
Cc1ccc(OCC(=O)Nc2ccc3c(c2)OCCO3)cc1C	3.8	1	-3.4	0.8	0.016	1406	-1.2	27.4	-2.2	21.9	84.2
CC(C)(C)c1ccc(-c2csc(NC(=O)CN3C(=O)NC4(CCCCC4)C3=O)n2)cc1	-4.0	1.1	-9.5	0.9	-0.0691	1651	2.8	26.1	4.8	10.2	82.1
O=C1OC(Nc2ccc3ncccc3c2)c2ccccc21 (centres undefined)	8.5	1.1	-0.4	0.9	.	1606	7.4	17.8	3.9	11.3	93.3
COC(=O)c1ccc(CSc2nnc(NC(=O)C3CC(=O)N(c4ccc5c(c4)OCCO5)C3)s2)cc1 (centres undefined)	6.3	1	0.0	1	.	1733	9.4	19.8	8.9	-1.4	86.5
Cc1ncc(CO)c(/C=N/NC(=O)c2cc(O)c(O)c(O)c2)c1O	3.4	0.8	0.1	1	-0.716	1691	-1.6	21.4	8.2	-0.9	87.0
Cc1cc2nc(-c3cccnc3SCC(=O)NC(C)C)[nH]c2cc1C	7.5	1	-31.4	1.1	-0.475	1739	8.8	-10.8	8.0	-7.4	109.7
C=C(C)CSc1nc2c(cc1C#N)CCC2	12.6	1.1	-14.4	0.7	-0.283	1660	6.2	2.0	0.1	30.7	104.5
NNC(=O)c1sc2cc(C(F)(F)F)cnc2c1-c1cccnc1	-3.3	1.1	-1.7	1.1	.	1361	-2.5	1.7	-2.4	-10.4	103.0
COc1cccc(CC2(CO)CCCN(Cc3cn[nH]c3-c3cc(C)ccc3C)C2)c1 (centres undefined)	1.1	1.1	15.5	1.3	-2.03	1649	-0.9	3.7	10.1	-27.7	98.7
CCOC(=O)c1[nH]c2c(c1C)C(=O)CC(c1ccc(OCC)c(OC)c1)C2 (centres undefined)	5.1	0.9	5.2	1	0.0686	1591	2.9	10.8	-3.6	0.8	91.0
COc1ccc(-c2onc(C)c2-c2ccc(C(=O)OC(C)C)o2)c(O)c1	7.5	1	5.0	0.9	.	1342	-6.1	14.7	-2.0	9.3	92.0
COCCCNC(=O)C(=O)N/N=C/c1cc2c(cc1Br)OCO2	4.3	1	-0.4	1.1	-0.433	1522	0.2	4.7	2.9	-14.0	100.1
O=C(CC1C(=O)NCCN1C/C=C/c1ccccc1)NCCc1cccnc1 (centres undefined)	-1.1	1	-2.3	1	1.73	1531	0.8	5.9	1.8	3.3	98.8
Cc1c(CCOC(=O)c2ccccc2)sc[n+]1Cc1ccccc1	7.1	0.9	1.3	1	-0.113	1416	3.8	1.1	-0.6	-1.3	103.2
CCOc1ccccc1C(=O)NC(C(=O)OCC(=O)Nc1nnc(-c2ccccc2)o1)C(C)C (centres undefined)	-6.0	1	-4.0	1.1	.	1445	-3.9	-0.1	-7.9	-13.4	105.0
Cc1nc2ccccc2c(=O)n1CCN1CCOCC1	-5.5	1	-1.8	1	.	1507	0.7	0.0	-5.3	4.8	103.0
